# TEAD-YAP inh – TEAD-YAP interaction inhibition; HEK-TIYL cells, TEAD-Gal4/YAP UAS-luciferase luminescence; inhibition, % at 9.12 µM; 640,000 compounds, 1.4% hits; in the data active means inhibition above about 32%;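 further: 0% = median of test compound wells and 100% = reference inhibitor wells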
# GPR151 activ – human GPR151 activation | PathHunter beta-arrestin GPR151 cells, luminescence | activation, % at 11.2 µM | 650,000 compounds, 1% hits | AID 1508602; in the data active means activation above about 4.9%;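 further: 0% = median of compound wells and 100% = cells with positive control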
# Target sequence (Q8TDV0 whole entry, looked up): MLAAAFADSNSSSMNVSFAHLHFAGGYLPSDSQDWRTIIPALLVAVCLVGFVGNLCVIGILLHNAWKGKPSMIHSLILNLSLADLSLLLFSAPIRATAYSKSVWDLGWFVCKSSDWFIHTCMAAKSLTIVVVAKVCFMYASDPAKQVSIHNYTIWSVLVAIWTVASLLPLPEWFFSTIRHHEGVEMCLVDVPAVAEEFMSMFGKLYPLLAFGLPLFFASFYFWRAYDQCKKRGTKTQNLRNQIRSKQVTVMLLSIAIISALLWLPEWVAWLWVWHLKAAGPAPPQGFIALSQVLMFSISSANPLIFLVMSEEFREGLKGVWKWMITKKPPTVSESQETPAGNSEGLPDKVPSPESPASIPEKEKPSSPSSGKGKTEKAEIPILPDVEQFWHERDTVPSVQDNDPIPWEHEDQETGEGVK
# FBW7 act – activators of human E3 ligase FBW7; normalized activity (activation), % at 26.1 µM; Q969H0; AID 1259310; AlphaScreen FBW7–phospho-cyclin E peptide binding, activator screen; 650,000 compounds, 0.13% hits; in the data active means normalized activity above about 1.9%;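 further: purified mutant Fbw7 with reduced substrate affinity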
# MITF inh – human MITF inhibition, primary screen | inhibition, % at 2.6 µM | O75030 | AlphaScreen MITF homodimerization, bead proximity signal | 650,000 compounds, 0.91% hits | AID 1259374; in the data active means inhibition above about 50%;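 further: 0% = vehicle wells with protein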
# Target sequence (O75030 whole entry, looked up): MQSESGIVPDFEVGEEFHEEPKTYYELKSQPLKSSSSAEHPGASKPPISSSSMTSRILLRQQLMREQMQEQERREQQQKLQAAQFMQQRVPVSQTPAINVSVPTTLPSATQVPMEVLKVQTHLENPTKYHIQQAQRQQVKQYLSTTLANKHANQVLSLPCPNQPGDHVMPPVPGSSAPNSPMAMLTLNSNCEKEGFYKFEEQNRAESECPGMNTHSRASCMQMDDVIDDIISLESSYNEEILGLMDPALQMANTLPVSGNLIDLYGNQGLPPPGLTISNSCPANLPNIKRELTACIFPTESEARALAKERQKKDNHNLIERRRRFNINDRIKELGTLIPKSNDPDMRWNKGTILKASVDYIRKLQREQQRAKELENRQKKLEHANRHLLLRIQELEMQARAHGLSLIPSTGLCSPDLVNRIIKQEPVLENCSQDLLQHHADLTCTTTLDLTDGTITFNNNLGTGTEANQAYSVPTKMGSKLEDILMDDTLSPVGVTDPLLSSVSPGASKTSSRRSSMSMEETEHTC
# * hit, by the source's call.
# The line under a structure holds: TEAD-YAP inh | GPR151 activ | FBW7 act | MITF inh
> N/C(CC(=O)NCc1ccccc1)=N\OCc1nnc(-c2ccccc2)o1
→ 3.3 | 1.8 | 0.1 | -3.2
> CCCC(=O)NC(c1ccccc1)c1ccc2cccnc2c1O (stereo not drawn)
→ 84.6* | -0.6 | -1.9 | 50.1
> O=C(O)C(Cc1ccc(Cl)cc1)NS(=O)(=O)c1ccccc1 (stereo not drawn)
→ 5.0 | 1.8 | -0.1 | 5.0
> O=C(Nc1ccc(Br)cc1F)c1ccc(CN2CCOCC2)cc1
→ 16.2 | -2.0 | -0.1 | 16.9
> Cc1ccc(N2C(=O)NC(NS(=O)(=O)c3ccc(C)cc3)(C(F)(F)F)C2=O)cc1 (stereo not drawn)
→ -1.0 | -0.8 | 0.0 | -12.7
> CCOC(=O)CC(=O)CSc1nc2c(sc(=S)n2CCc2ccccc2)c(=O)n1-c1ccccc1OC
→ -10.5 | 0.1 | 0.4 | 17.0
> COc1ccc(OC(=O)COc2cccc3c2OC(C)(C)C3)cc1
→ -10.3 | 0.0 | -0.4 | -4.3
> Cc1ccc(C(O)(c2ccccc2)c2nc3ccccc3n2C)cc1 (stereo not drawn)
→ 7.2 | 1.6 | 0.8 | 26.5
> CN(C)CCn1c2ccccc2n2cc(-c3ccc(F)cc3)nc12
→ 9.6 | 3.3 | 1.8 | -13.7
> CCOc1ccc(-c2cnc(N)nc2NC(=S)Nc2ccccc2)cc1
→ -0.4 | 0.5 | -0.1 | -4.3
> O=C(CSc1nnnn1-c1ccccc1)Nc1ccc(O)cc1
→ 9.9 | -0.9 | 0.0 | -16.7
> O=C(NCCN1CCNCC1)c1c(O)c2ccccc2[nH]c1=O
→ -0.9 | -0.4 | -0.2 | -2.1
> Cc1cc(/C=C2/C(=N)N3N=C(C4CCCCC4)SC3=NC2=O)c(C)n1-c1ccccc1
→ -1.4 | -1.3 | -0.1 | 8.2
> COc1cccc(NC(=O)c2nn(C)c(C(=O)Nc3cccc(OC)c3)c2[N+](=O)[O-])c1
→ -4.2 | 0.6 | 0.1 | 1.3
> CC(=O)Nc1ccc(NC(=O)c2ccncc2)cc1
→ 7.8 | 0.0 | -0.1 | 7.4
> Cc1ccc(OCC(=O)N2CCC[C@@H]3CN(C(=O)Cc4ccc(F)cc4)CC[C@H]32)cc1
→ 5.7 | 1.4 | 0.0 | -9.6
> CCOc1ccc(/C=C2\SC(NC(C)=O)=NC2=O)cc1Br
→ -15.5 | -0.7 | 0.1 | -17.5
> O=C(N[C@H]1C[C@H]2C(=O)N[C@@H](Cc3ccccc3)C(=O)N2C1)c1sccc1Cl
→ -0.2 | -1.1 | -0.1 | 18.3
> COc1ccc(C)cc1S(=O)(=O)NCCc1ccc(N2CCCC2)cc1
→ -3.4 | 0.0 | -0.5 | 2.2
> CCOc1ccc(S(=O)(=O)N2CCC3(CC2)OCCO3)c2cccnc12
→ -2.9 | -0.3 | -0.1 | 23.8
> COC(CNC(=O)/C=C/C(=O)O)OC
→ -1.1 | -0.8 | -0.2 | 2.9
> O=C(NC1CCCC1)C1CCC(=O)N1C1CCCC1 (stereo not drawn)
→ 8.5 | 1.3 | 0.0 | -4.9
> CCN(CC)C(=O)c1c(NC(=O)c2cccs2)sc2c1CCCCC2
→ 8.4 | -1.2 | 0.1 | -1.2
> N#Cc1cccc(NC(=O)c2cc(Cl)ccc2Cl)c1
→ -9.5 | -1.6 | -0.2 | -2.0
> O=C1c2ccccc2C(=O)N1CCCc1c[nH]c2ccccc12
→ -0.1 | 0.4 | 0.2 | 9.7
> OC(CNCc1ccccc1)Cn1ccc2ccccc21 (stereo not drawn)
→ -0.7 | 0.1 | -0.4 | 36.8
> COc1cccc(C(=O)Nc2ccc(C(=O)OCC(=O)c3ccc(F)cc3)cc2)c1
→ 1.6 | 0.6 | 0.0 | -14.7
> NS(=O)(=O)c1ccc(N=Cc2cc([N+](=O)[O-])ccc2Cl)cc1
→ -6.4 | -0.1 | -0.4 | -0.7
> COc1ccc(S(=O)(=O)NC(c2ccccc2)c2ccccc2)cc1OC
→ 4.0 | 0.1 | 0.0 | -7.7
> O=C(CSc1nncn1-c1ccccc1)c1ccc(F)cc1
→ -14.3 | 0.5 | 0.1 | 21.2
> CCOc1ccc(C2CC(c3ccccc3OC)n3nc(N)nc3N2)cc1 (stereo not drawn)
→ -2.3 | -0.1 | -0.1 | 9.6
> Cn1c(=NC(=O)C2CC2)sc2cc(F)ccc21
→ -34.3 | -0.1 | 0.0 | 9.0
> Cc1ccc([N+](=O)[O-])cc1NC(=O)c1ccccc1F
→ 8.0 | -1.1 | 0.1 | 9.4
> CCCn1c2ccccc2c2nnc(SCC(=O)NCc3ccco3)nc21
→ 0.9 | -0.4 | -0.1 | 6.4
> CCCSc1nc2ccccc2n1CCO
→ 4.8 | 2.9 | 0.2 | 10.8
> COc1cc(Nc2ccc(-n3cc(CC(=O)NCCN4CCOCC4)c4ccccc43)nn2)cc(OC)c1OC
→ -5.6 | -1.3 | -0.1 | 24.6
> Cc1ccc2nc(SCC(=O)Nc3nnc(C)s3)c(C#N)cc2c1
→ -0.4 | -0.4 | -0.1 | 11.7
> CCOc1ccccc1NC(=O)c1cc(S(=O)(=O)N2CCN(c3cccc(Cl)c3)CC2)ccc1F
→ -3.2 | 3.0 | -0.1 | -4.0
> Cc1ncc2c(N3CCCC3)nc3ccccc3n12
→ -3.3 | 1.1 | 0.0 | 9.7
> CCSc1nc2cc3c(cc2cc1C)OCO3
→ 6.0 | 1.5 | 0.1 | -7.9
> COc1cc2c(cc1/C=C(\C#N)c1ccc(F)cc1)OCO2
→ -2.5 | -0.5 | -0.4 | -6.7
> CCOC(=O)C1=C(CN2CCN(C3CCCCC3)CC2)NC(=O)NC1c1ccc(C)cc1 (stereo not drawn)
→ 14.5 | 0.1 | 0.3 | 1.1
> Cc1nnc(N2C(=O)c3ccc([N+](=O)[O-])cc3C2=O)s1
→ -0.7 | -1.6 | -0.2 | -6.5
> COC(=O)CSc1nc2ccc(N)cc2s1
→ 5.6 | 0.8 | -0.2 | 62.6*
> CC1(CC(=O)N/N=C/c2ccc(OCc3ccccc3)cc2)OCCO1
→ -6.1 | -0.6 | 0.3 | -19.1
> O=C(c1ccc(F)c([N+](=O)[O-])c1)N1CCOCC1
→ 1.4 | 0.3 | 0.0 | 10.3
> Cc1cccc2nc(CN3C(=O)c4ccccc4C3=O)cn12
→ 5.0 | -0.7 | -0.2 | -1.1
> C=CCn1c(N/N=C/c2ccc(O)cc2)nc2c1c(=O)n(C)c(=O)n2C
→ 8.3 | -1.0 | 0.1 | 6.8
> CC1CCN(C(=O)CCC(=O)Nc2nc(-c3cc4cc(Cl)ccc4oc3=O)cs2)CC1
→ 9.1 | -0.2 | -0.2 | -4.4
> C=CCNC(=O)N1CCN(CCNC(=O)c2ccc3c(c2)OCO3)CC1
→ 6.5 | -1.9 | 0.1 | 7.7
> CCc1ccc(NC(=O)CSc2nnc(C(C)C)n2C)cc1
→ -6.2 | -1.2 | 0.0 | 7.1
> CCS(=O)(=O)NCC1CCC(C(=O)NCc2cccnc2)CC1 (stereo not drawn)
→ -6.7 | 0.6 | 0.0 | -6.8
> COc1ccccc1OCCOc1ccc(C=C(C#N)C#N)cc1OC
→ 20.6 | -0.7 | 1.6 | 6.9
> CC1CCC/C(=N\NC(=O)c2ccccc2Br)C1 (stereo not drawn)
→ -3.7 | 1.3 | 0.0 | -0.8
> CCc1nnc(NC(=O)CSc2nnnn2C(C)C)s1
→ 3.3 | 0.9 | 0.2 | -5.8
> O=C(Nc1ccc(Cl)cn1)C1CCCCC1
→ -12.0 | 1.3 | 0.0 | -8.3
> O=[N+]([O-])c1cccc(-c2nc(-c3ccccc3)c(-c3ccc(-c4ccccc4)cc3)[nH]2)c1
→ 6.2 | 2.0 | -0.1 | -4.1
> O=c1[nH]cnc2c1C(c1ccc(F)cc1)c1c(nc[nH]c1=O)O2
→ -0.2 | -1.6 | -1.1 | 16.1
> CCC(C)NC(=O)c1ccc(NCC2CCCO2)c([N+](=O)[O-])c1 (stereo not drawn)
→ -23.3 | 0.0 | -0.1 | -1.6
> COc1ccc(-c2noc(N3CCCCCC3)n2)cc1OC
→ -65.1 | 0.9 | -0.2 | -0.4

# 21 of these compounds, reformatted:
molecule,TEAD-YAP inh,GPR151 activ,FBW7 act,MITF inh
CCOc1ccc(C2CC(c3ccccc3OC)n3nc(N)nc3N2)cc1 (stereo not drawn),-2.3,-0.1,-0.1,9.6
Cn1c(=NC(=O)C2CC2)sc2cc(F)ccc21,-34.3,-0.1,0.0,9.0
Cc1ccc([N+](=O)[O-])cc1NC(=O)c1ccccc1F,8.0,-1.1,0.1,9.4
CCCn1c2ccccc2c2nnc(SCC(=O)NCc3ccco3)nc21,0.9,-0.4,-0.1,6.4
CCCSc1nc2ccccc2n1CCO,4.8,2.9,0.2,10.8
COc1cc(Nc2ccc(-n3cc(CC(=O)NCCN4CCOCC4)c4ccccc43)nn2)cc(OC)c1OC,-5.6,-1.3,-0.1,24.6
Cc1ccc2nc(SCC(=O)Nc3nnc(C)s3)c(C#N)cc2c1,-0.4,-0.4,-0.1,11.7
CCOc1ccccc1NC(=O)c1cc(S(=O)(=O)N2CCN(c3cccc(Cl)c3)CC2)ccc1F,-3.2,3.0,-0.1,-4.0
Cc1ncc2c(N3CCCC3)nc3ccccc3n12,-3.3,1.1,0.0,9.7
CCSc1nc2cc3c(cc2cc1C)OCO3,6.0,1.5,0.1,-7.9
COc1cc2c(cc1/C=C(\C#N)c1ccc(F)cc1)OCO2,-2.5,-0.5,-0.4,-6.7
CCOC(=O)C1=C(CN2CCN(C3CCCCC3)CC2)NC(=O)NC1c1ccc(C)cc1 (stereo not drawn),14.5,0.1,0.3,1.1
Cc1nnc(N2C(=O)c3ccc([N+](=O)[O-])cc3C2=O)s1,-0.7,-1.6,-0.2,-6.5
COC(=O)CSc1nc2ccc(N)cc2s1,5.6,0.8,-0.2,62.6*
CC1(CC(=O)N/N=C/c2ccc(OCc3ccccc3)cc2)OCCO1,-6.1,-0.6,0.3,-19.1
O=C(c1ccc(F)c([N+](=O)[O-])c1)N1CCOCC1,1.4,0.3,0.0,10.3
Cc1cccc2nc(CN3C(=O)c4ccccc4C3=O)cn12,5.0,-0.7,-0.2,-1.1
C=CCn1c(N/N=C/c2ccc(O)cc2)nc2c1c(=O)n(C)c(=O)n2C,8.3,-1.0,0.1,6.8
CC1CCN(C(=O)CCC(=O)Nc2nc(-c3cc4cc(Cl)ccc4oc3=O)cs2)CC1,9.1,-0.2,-0.2,-4.4
C=CCNC(=O)N1CCN(CCNC(=O)c2ccc3c(c2)OCO3)CC1,6.5,-1.9,0.1,7.7
CCc1ccc(NC(=O)CSc2nnc(C(C)C)n2C)cc1,-6.2,-1.2,0.0,7.1

# The listing continues:
# The line under a structure holds: TEAD-YAP inh | GPR151 activ | FBW7 act | MITF inh
> NC(=S)N/N=C1\CCCC1c1ccccn1 (stereo not drawn)
→ -2.5 | 0.9 | -0.1 | 11.5
> Cc1ccc(NC(=O)CSc2nnc(C(F)(F)F)n2C)c([N+](=O)[O-])c1
→ 17.1 | 2.0 | 0.5 | 2.3
> O=S(=O)(O)CCCSc1nc2ccccc2s1
→ -5.7 | -5.3 | -0.1 | 6.5
> CC(C)(C)N(/N=C/c1ccccc1)C(=O)c1ccccc1
→ -0.8 | 0.1 | 0.0 | 3.5
> COc1ccc(C2CC(C(F)(F)F)n3nc(C(=O)N(C)CCC#N)cc3N2)cc1 (stereo not drawn)
→ 0.3 | -0.3 | -0.1 | 11.2
> Cc1ccccc1-c1cnnc(NCc2cc(-c3ccccc3)n[nH]2)n1
→ -6.6 | 1.8 | -0.1 | -6.2
> Clc1nc(NC2CCN(Cc3ccccc3)CC2)c2ncn(C3CCCCC3)c2n1
→ 9.1 | -1.3 | 0.2 | 14.4
> Cc1nnc(SC(C)C(=O)Nc2ccc(Cl)cc2Cl)[nH]c1=O (stereo not drawn)
→ 6.0 | 1.2 | -0.1 | 5.0
> Cc1ccccc1C(=O)N1CC(C)N(C(=O)c2ccccc2C)CC1C (stereo not drawn)
→ 5.0 | -0.8 | -0.1 | 1.2
> COc1ccccc1N/C(C)=C/C(=O)c1ccc(Cl)cc1
→ 9.4 | 0.9 | 0.1 | 13.8
> COc1ccc(C=O)cc1OCC(=O)Nc1ncc(Cc2ccccc2F)s1
→ -12.5 | -0.1 | -0.2 | 4.7
> Cc1ccc(CNC(=O)CCCCCn2c(SCc3ccc(F)cc3Cl)nc3ccsc3c2=O)cc1
→ -13.4 | -1.5 | -0.1 | 0.8
> Cc1ccc(NC(=O)NCc2noc3ccccc23)c(Br)c1
→ -5.2 | -0.4 | -0.1 | 7.1
> O=C1NCCN1C(=O)Nc1cccc(Cl)c1
→ -31.2 | 0.5 | 0.2 | -2.7
> NC(=O)c1ccccc1NS(=O)(=O)c1cc(Cl)ccc1Cl
→ 13.6 | -0.7 | -0.2 | 1.7
> CC(=O)c1ccc(NC(=O)COc2cccc3c2OC(C)(C)C3)cc1
→ -12.1 | -0.1 | -0.1 | 7.0
> NNc1nc(N)c2c(n1)-c1ccccc1CC21CCCC1
→ 11.1 | -1.0 | 0.3 | 0.6
> COc1ccc(C(c2nnnn2Cc2cccs2)N2CCN(C)CC2)cc1OC (stereo not drawn)
→ 6.7 | -0.5 | 0.2 | 5.8
> Nc1nc(C(F)(F)F)cc(=O)n1/N=C/c1ccc(OCc2ccccc2)cc1
→ -2.0 | -2.2 | 0.1 | -0.4
> CC(=O)Nc1ccc(S(=O)(=O)N2c3ccccc3C(Nc3ccccc3)CC2C)cc1 (stereo not drawn)
→ -3.2 | 0.3 | -0.1 | 6.2
> O=C1Nc2ccccc2C12OCC1(CO2)COC2(OC1)C(=O)Nc1ccccc12 (stereo not drawn)
→ 13.8 | 1.0 | -0.1 | 2.0
> O=c1[nH]c2ccccc2nc1Cc1cccc(F)c1
→ 12.8 | 0.4 | -0.1 | -0.7

# From PubChem
